GPR7 antagonist – human neuropeptides B/W receptor 1 antagonism; GPR7-expressing cells, fluorescence antagonist assay; 290,000 tested, 1.1% active; inhibition, % at 4.4 µM; P48145; AID 1861; in the data active means inhibition above about 16%, passing the limit was not always enough;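 further: cells stimulated with the agonist NPW; 0% = agonist with vehicle and 100% = vehicle without agonist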
Target sequence (P48145 whole entry, looked up): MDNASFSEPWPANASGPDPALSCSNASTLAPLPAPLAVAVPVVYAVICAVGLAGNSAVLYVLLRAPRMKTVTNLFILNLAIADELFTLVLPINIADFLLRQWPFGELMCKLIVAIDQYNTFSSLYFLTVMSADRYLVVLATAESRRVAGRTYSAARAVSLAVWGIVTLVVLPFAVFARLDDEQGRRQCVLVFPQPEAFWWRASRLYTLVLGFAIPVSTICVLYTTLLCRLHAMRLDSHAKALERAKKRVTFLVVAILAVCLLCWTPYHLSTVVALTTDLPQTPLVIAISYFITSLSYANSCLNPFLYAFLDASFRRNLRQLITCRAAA
FID counter – counter-screen for HCV NS3 helicase inhibitors: DNA intercalator displacement | 290,000 tested, 0.17% active | DNA fluorescent intercalator displacement, fluorescence | inhibition, % at 7.9 µM; in the data active means inhibition above about 37%;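 further: 0% = vehicle and 100% = reference compound; higher means more ethidium bromide displaced from hairpin DNA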
MEKK2wt PB1 HTS – raises or lowers MEK5 binding to wildtype human MEKK2 PB1 domain | Q9Y2U5 | binding response (% of control), % at 10 µM | 290,000 tested, 1.1% active | bead flow cytometry, Alexa488-MEK5 binding to MEKK2 WT; actives lie on both sides; in the data active means binding response below about 67% or above about 130%
MEKK3 PB1 HTS – modulators (inhibitors or enhancers) of MEK5 binding to human MEKK3 PB1 domain. Q99759. bead-based flow cytometry, Alexa488-MEK5 binding to MEKK3; actives lie on both sides; 0 = blocked by unlabeled MEK5, 100 = vehicle. binding response (% of control), % at 10 µM. 290,000 tested, 1.4% active;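 active means binding response more than 3 SD above or below the average of its plate-row segment, actives on both sides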;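 further: Alexa488 bead fluorescence after subtracting the streptavidin-only scavenger bead signal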
Target sequence (Q99759 whole entry, looked up, the tested form may be a part): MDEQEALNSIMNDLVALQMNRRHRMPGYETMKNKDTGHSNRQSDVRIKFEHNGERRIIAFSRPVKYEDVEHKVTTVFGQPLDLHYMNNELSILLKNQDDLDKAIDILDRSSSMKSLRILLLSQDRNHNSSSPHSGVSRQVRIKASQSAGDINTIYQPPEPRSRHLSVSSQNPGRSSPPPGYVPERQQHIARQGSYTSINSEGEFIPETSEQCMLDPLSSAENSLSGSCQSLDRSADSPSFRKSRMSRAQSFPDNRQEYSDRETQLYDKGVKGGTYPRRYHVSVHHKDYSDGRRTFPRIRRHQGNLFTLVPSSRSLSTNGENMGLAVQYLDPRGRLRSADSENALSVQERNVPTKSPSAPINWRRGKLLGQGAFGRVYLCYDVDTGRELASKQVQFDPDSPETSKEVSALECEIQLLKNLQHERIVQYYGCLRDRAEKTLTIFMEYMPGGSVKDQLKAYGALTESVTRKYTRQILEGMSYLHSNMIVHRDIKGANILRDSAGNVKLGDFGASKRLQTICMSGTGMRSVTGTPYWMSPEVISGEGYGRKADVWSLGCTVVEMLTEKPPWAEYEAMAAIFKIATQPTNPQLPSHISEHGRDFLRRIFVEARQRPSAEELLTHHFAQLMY
PHOSPHO1 block – blocks human PHOSPHO1 phosphatase activity; Q8TCT1; inhibition, % at 13.3 µM; recombinant PHOSPHO1, absorbance phosphatase assay; AID 1565; 290,000 tested, 1.1% active; in the data active means inhibition above about 60%
MEKK2mut PB1 HTS – signal of MEK5 binding to mutant human MEKK2 PB1 domain; bead flow cytometry, Alexa488-MEK5 binding to MEKK2 mutant; percent response, % at 10 µM; 290,000 tested, 0.35% active; AID 1530; in the data active means percent response above about 24%, passing the limit was not always enough; further: inactives centre near 1; some results filed as inactive read as strong as hits; reference of the scale not given here
NALP1 inh – NALP1 inhibition; S. cerevisiae NALP1/ASC/caspase-1 growth, X-gal OD620, 72 h; inhibition, % at 10 µM; 280,000 tested, 0.61% active; AID 2071; in the data active means inhibition mostly above about 24%, no sharp cut-off; inactive means mostly below about 32%; further: some compounds called inactive have numbers as strong as hits
M18AAP inhibitor – PfM18AAP enzyme inhibition | recombinant PfM18AAP, H-Glu-NHMec fluorogenic cleavage | inhibition, % at 7.35 µM | 290,000 tested, 1.2% active;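 active means inhibition above the campaign mean inhibition over all tested compounds plus 3 SD, cut at about 28% in these data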;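 further: 0% = plate median of test compound wells and 100% = 2 mM ZnCl2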
OXTR ag – activates the human oxytocin receptor; CHO-OTR cells, Fluo-8 calcium fluorescence; normalized: DMSO 0%, oxytocin 100%; 320,000 tested, 0.32% active; P30559; activation, % at 3 µM;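 active means activation above the mean of all tested compounds plus 3 SD, cutoff set per screening run, cut at about 20% in these data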;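 further: peak over basal fluorescence ratio from a 100 s FLIPR kinetic read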
The depositor's hits bear a star; nt = not tested or not shown.

SMILES	GPR7 antagonist	FID counter	MEKK2wt PB1 HTS	MEKK3 PB1 HTS	PHOSPHO1 block	MEKK2mut PB1 HTS	NALP1 inh	M18AAP inhibitor	OXTR ag
O=C(CSc1nnc(-c2ccc(F)cc2)o1)Nc1ccc(S(=O)(=O)N2CCCCCC2)cc1	-6	-7	97	98	0	-1	11	13	3.6
O=C(CSc1nnc(CNC(=O)c2cccs2)o1)c1ccccc1	-5	-9	110	101	10	3	13	5	1.1
O=C(N/N=C/C(Br)=C/c1ccccc1)c1cccs1	-1	-8	81	93	24	-11	4	-1	-0.9
CCC(c1nnc(SCC(=O)NC23CC4CC(CC(C4)C2)C3)o1)N(C)C (stereo unspecified)	-3	-15	102	105	12	5	-8	-2	-0.4
Cc1ncsc1CCC(=O)N1CCCC(Nc2ccc(C(C)C)cc2)C1 (stereo unspecified)	-4	-34	103	103	18	5	3	-3	0.4
O=[N+]([O-])c1ccc(-c2csc3[n+]2CCS3)cc1	29*	6	114	106	80*	18	11	-24	0.5
COc1ccccc1CN1CCCC(C(=O)N(C)Cc2ccccc2)C1 (stereo unspecified)	3	17	95	89	25	-1	26	1	nt
Clc1nc(-c2ccccc2)cc(-c2ccc(Br)cc2)n1	-18	-2	116	103	nt	5	nt	-10	0.1
COc1ccc(-c2[nH]ncc2CN(C)C(C)c2ccncn2)c(F)c1 (stereo unspecified)	-10	-3	104	100	44	5	12	4	0.0
O=C1CN(C(=O)c2c(F)cccc2F)C(c2ccc(F)cc2)c2cc(F)ccc2N1 (stereo unspecified)	13	-20	108	107	33	3	12	-17	3.6
COc1ccccc1CC(=O)NCCCc1ccccc1	-7	-11	102	104	-13	1	-2	-2	-2.5
Cc1ccc(C)c(N2CCN(C(c3ccc(N(C)C)cc3)c3nnnn3C(C)(C)C)CC2)c1 (stereo unspecified)	-4	-5	102	104	-13	5	8	1	-0.7
Nc1c(C(=O)N2CCOCC2)sc2nc3c(cc12)CCCC3	3	-24	102	101	39	8	10	31*	0.0
O=C(NCCc1c[nH]c2ccccc12)c1cc2sccc2n1Cc1ccccc1	-1	-4	98	99	-34	-2	8	13	-1.9
CCOc1ccc(C(=O)Nc2ccc(NC(=O)c3ccccc3)c(C)c2)cc1[N+](=O)[O-]	-15	-8	105	101	39	-1	19	-11	nt
COc1ccccc1N1CCC(N2CCN(CC(C)(C)C)C(CCO)C2)CC1 (stereo unspecified)	-3	-6	111	98	49	3	12	-7	0.1
COc1ccc(/C=N\NC(=O)c2cccc(Br)c2)c(OC)c1	-6	-17	101	102	32	4	-2	11	-2.1
CC1NC(=O)NC1CCCCCC(=O)Nc1ccc(F)cc1 (stereo unspecified)	-4	-2	110	104	7	7	-6	-2	1.1
O=C(Nc1ccccc1C(=O)O)c1cccc(F)c1	0	-4	108	112	nt	13	nt	-7	-1.3
COc1ccc(CCCNC(=O)C2CCC(=O)N(CC3CCCCC3)C2)cc1 (stereo unspecified)	-8	-37	105	102	13	2	28	-4	1.0
C(=N\n1cnnc1)/c1cccc2ccccc12	-3	-6	104	105	-6	3	24	12	0.2
CC(C)(C#N)Nn1cnnc1	-18	0	106	123	-2	8	28	-2	0.4
O=C(CCc1ccccc1)n1nc(-c2ccco2)nc1SCc1ccccc1	-16	-4	nt	nt	-16	nt	10	12	nt
CC(C1CC1)N(Cc1ccccc1)C(=O)NC(=O)c1cccc(F)c1 (stereo unspecified)	-13	4	95	95	12	-3	-31	-3	-0.3
COc1ccc(-n2c(Cc3cccn3C)nnc2SCC(=O)Nc2cccc(Cl)c2)cc1	-7	-32	102	105	14	1	29	0	0.1
COc1ccc(CNc2ncnc3ccccc23)cc1	-1	-8	101	100	-35	0	16	2	8.3
COc1ccc(NC(C)C(=O)Nc2ccc(C#N)cc2)cc1Cl (stereo unspecified)	8	2	105	101	11	5	14	-1	8.0
CCOC(=O)N1CCN(C(=O)CCN2C(=O)/C(=C\c3cccc(OC)c3)SC2=S)CC1	-15	-10	94	99	42	-2	-6	2	-0.2
Fc1ccccc1NC(=S)NN(Cc1ccccc1)c1ccccc1	3	-26	103	103	3	1	-1	-7	-2.0
CCCCNC(=O)[C@@H]1CSC2c3ccccc3C(=O)N21 (stereo partly specified)	-6	-8	101	100	34	3	-10	-2	nt
Cc1c2cnn(-c3ccccc3)c(=O)c2c(C)n1CCCC(=O)N1CCN(C2CCCCC2)CC1	-7	-7	93	83	20	-7	nt	2	-2.0
Cc1ccc(C(=O)OCC(=O)N2CC(C)CC(C)C2)cc1S(=O)(=O)N1CCOCC1 (stereo unspecified)	4	-36	103	97	-14	0	5	-1	-0.7
Cc1nc2sc(C(c3ccccc3)N3CC(C)OC(C)C3)c(O)n2n1 (stereo unspecified)	-5	-15	105	104	8	2	7	1	-0.3
CCOc1ccccc1NC(=O)CCc1nnc2ccc(N3CCC(C)CC3)nn12	-5	-46	95	100	-4	-4	2	6	-2.3
CCSc1nnc(NC(=O)C2CCCCC2)s1	-4	-9	107	106	2	4	13	0	-1.2
CCOC(=O)Cn1c(-c2ccccn2)nc2ccccc21	4	-11	101	100	-12	2	14	-8	0.2
COCCn1c(SCC(=O)NCc2ccc(OC)c(OC)c2)nc2ccccc21	-4	-19	91	94	-84	-1	4	6	0.8
O=C(NC1CCCC1)NS(=O)(=O)c1ccccc1Cl	-4	3	90	97	5	5	1	16	0.6
COc1ccc(-c2nc(CN3CCC(C(=O)N4CCc5ccccc54)CC3)c(C)o2)cc1OC	-14	12	118	110	5	17	-11	-3	-0.8
O=S(=O)(Nc1nc2ccccc2nc1N1CCc2ccccc2C1)c1ccc(Cl)cc1	2	-10	92	96	7	-3	nt	-5	0.8

Sorted by number of heavy atoms (falling): some entries from above
SMILES	GPR7 antagonist	FID counter	MEKK2wt PB1 HTS	MEKK3 PB1 HTS	PHOSPHO1 block	MEKK2mut PB1 HTS	NALP1 inh	M18AAP inhibitor	OXTR ag
COc1ccc(-c2nc(CN3CCC(C(=O)N4CCc5ccccc54)CC3)c(C)o2)cc1OC	-14	12	118	110	5	17	-11	-3	-0.8
CCOC(=O)Cn1c(-c2ccccn2)nc2ccccc21	4	-11	101	100	-12	2	14	-8	0.2
COc1ccc(CNc2ncnc3ccccc23)cc1	-1	-8	101	100	-35	0	16	2	8.3

Remaining list, next part
SMILES	GPR7 antagonist	FID counter	MEKK2wt PB1 HTS	MEKK3 PB1 HTS	PHOSPHO1 block	MEKK2mut PB1 HTS	NALP1 inh	M18AAP inhibitor	OXTR ag
O=C(CP(=O)(c1ccccc1)c1ccccc1)N/N=C/c1cc(Br)cc(Br)c1O	-9	-8	105	93	-1	5	4	1	0.5
CCSc1cc(C2C(C#N)=C(N)OC(C)=C2C(=O)OC)c(C)o1 (stereo unspecified)	-13	-5	97	101	9	0	14	-8	-0.4
C[C@H]1C=C(C(=O)NCc2nc3ccccc3[nH]2)O[C@@H](OCc2ccc(CO)cc2)C1	nt	nt	100	103	35	1	nt	nt	0.3
COC(=O)c1cc(NC(=O)c2c(C)noc2C)ccc1N1CCOCC1	-1	-15	100	101	19	-1	6	-9	1.0
COc1cc(NC(=O)CN2C(=O)c3ccccc3C2=O)c(C(=O)O)cc1OC	6	-10	105	103	0	2	16	2	0.4
CC1CCC/C(=C\Nc2ccc(C(=O)O)cc2)C1=O (stereo unspecified)	-16	-1	101	101	-1	0	3	7	0.3
COc1ccc(CN=C2NC(=O)CC(C(=O)Nc3ccc(F)cc3)S2)cc1 (stereo unspecified)	-2	-17	113	97	-19	15	17	-2	-0.9
COCCn1c(=O)[nH]c(=O)c2cc(C(=O)c3cc(OC)ccc3O)cnc21	8	-12	103	101	-10	19	20	-10	-0.3
Cc1cc[n+](CC(=O)c2ccc(NC(=O)c3ccccc3)cc2)cc1	-15	2	101	101	-13	2	-2	6	0.8
CC1(C)Cc2c(C#N)c(NCC3CCCO3)nc(-c3ccco3)c2CO1 (stereo unspecified)	-17	-24	105	100	-14	7	10	0	-2.5
CN1CCN(c2nc(C(N)=O)cc(-c3ccccc3)n2)CC1	-6	8	100	101	-4	4	10	-14	2.0
Cc1ccccc1Cn1nnc(-c2ccc(C(=O)O)cc2)n1	-10	-3	92	101	9	-6	-14	-2	1.6
COc1ccc(C(=O)C2CCCN(C(=O)c3cccnc3SC)C2)c(C)c1 (stereo unspecified)	-2	-26	79	90	25	-12	11	-5	0.6
O=C(Nc1ccccc1)c1ccc(OC(=O)c2cc3ccccc3o2)cc1	-3	1	97	95	19	1	0	-10	0.4
CCSc1nnc(NC(NC(=O)c2ccco2)(C(F)(F)F)C(F)(F)F)s1	-9	-4	100	101	0	-2	-7	-2	0.0
CC(C)(C)c1ccc(C(=O)c2c[nH]c(C(=O)NCc3cccnc3)c2)cc1	6	-25	104	103	25	0	29	6	6.5
O=C(Cn1c(=O)[nH]n(-c2ccccc2)c1=O)N1CCCc2ccccc21	-5	-16	97	103	-1	1	3	0	-0.1
Cc1ccccc1NC(=O)COC(=O)CCc1ccccc1	-12	-1	106	106	20	-2	11	-5	-0.3
O=C(COC(=O)CCSc1ccc(Cl)cc1)NCc1ccccc1	-13	-27	102	105	3	-1	43	-1	-0.1
CCC1CCCCN1CCCNC(=O)CNC(=O)Cn1ccc2ccccc2c1=O (stereo unspecified)	-11	2	nt	nt	18	nt	-15	3	-0.7

Taken from above, three compounds:
SMILES	GPR7 antagonist	FID counter	MEKK2wt PB1 HTS	MEKK3 PB1 HTS	PHOSPHO1 block	MEKK2mut PB1 HTS	NALP1 inh	M18AAP inhibitor	OXTR ag
O=C(Cn1c(=O)[nH]n(-c2ccccc2)c1=O)N1CCCc2ccccc21	-5	-16	97	103	-1	1	3	0	-0.1
Cc1ccccc1NC(=O)COC(=O)CCc1ccccc1	-12	-1	106	106	20	-2	11	-5	-0.3
O=C(COC(=O)CCSc1ccc(Cl)cc1)NCc1ccccc1	-13	-27	102	105	3	-1	43	-1	-0.1

Next section
SMILES	GPR7 antagonist	FID counter	MEKK2wt PB1 HTS	MEKK3 PB1 HTS	PHOSPHO1 block	MEKK2mut PB1 HTS	NALP1 inh	M18AAP inhibitor	OXTR ag
Cc1nn(C)cc1S(=O)(=O)N1CCN(c2ccc(F)cc2)CC1	-5	-7	103	96	38	1	8	-2	-0.1
Cc1ccc(C(=O)NC2CCN(CC(=O)NC3CCC(C)CC3)CC2)cc1 (stereo unspecified)	-3	-6	100	104	6	-1	8	-1	-0.3
CN(C)S(=O)(=O)c1cccc(C(=O)NCCNC(=O)c2cccc(S(=O)(=O)N(C)C)c2)c1	6	-16	105	104	23	7	-6	-6	0.5
O=C1c2ccccc2NC(c2cccc(O)c2)N1O (stereo unspecified)	-5	-5	104	108	7	11	2	7	2.3
O=C1CCCC2=C1C(c1ccc(Br)cc1)c1c([nH]c(=S)[nH]c1=O)N2 (stereo unspecified)	-1	-34	97	97	38	-8	-9	16	0.8
COc1ccc(C(=O)N/N=C/C(Br)=C/c2ccccc2)cc1	-4	-9	106	99	-9	9	19	9	-0.6
Clc1cccc(-c2noc3ncnc(Nc4ccc5c(c4)OCO5)c23)c1	9	-15	98	97	20	-9	23	3	-2.5
COc1ccc(-n2c(CNC(=O)COc3ccccc3)n[nH]c2=S)cc1	1	1	64	63	51	-17	-5	33*	-0.4
O=C(Nc1c2c(nc3ccccc13)CCCC2)c1ccccc1Br	-1	2	104	105	-2	11	21	-13	-1.5
COc1ccc(CCN(C(=O)c2ccccc2)C2=CC3CCC(C2)N3C)cc1OC (stereo unspecified)	-7	10	98	95	30	7	11	-12	nt
CCOC(=O)c1noc(C)c1C(=O)Nc1nccs1	1	2	100	102	24	-5	20	-5	-1.4
COc1ccc(OC)c(C2C3=C(COC3=O)Nc3cc4c(cc32)OCO4)c1 (stereo unspecified)	17	-16	99	100	15	4	26	-1	4.7
CN1CCN(S(=O)(=O)c2ccc(NC(=S)NC(=O)C(C)(C)C)cc2)CC1	-6	5	101	98	29	-3	80*	-5	-0.1
CCOC(=O)c1sc(NC(=O)Nc2ccccc2)cc1C	13	8	119	89	-13	2	14	-3	10
CN(C)Cc1ccccc1C1(O)c2ccccc2CSc2ccccc21 (stereo unspecified)	-14	11	117	114	5	17	nt	-25	-2.3

High-throughput results (PubChem BioAssay)
